Pin1 inh – inhibitors of human Pin1. Pin1 FP peptide displacement, HiFluor488, 10 min. Q13526. 390,000 compounds, 0.009% hits. Potency, µM (doses to about 115 µM), for inactives: top-dose activity, negative = inhibition, most hits filed as inhibitors; active = well fitted inhibition curve with a large enough effect in the polarisation, with a control signal flat, not every such curve was filed as active; inconclusive = small, poorly fitted or top-dose-only effect, or effect the other way, or a change in a side signal; inactive = no such curve, though single readings can be large or run the other way; the % refers to the polarisation; also: potency is read from the fitted curve at half-maximal effect; % is scaled to controls: 0 for no effect and ±100 for the full control effect
TrxR1 inh – inhibitors of rat thioredoxin reductase 1. 390,000 compounds, 1% hits. Potency, µM (highest dose often 114 µM), for inactives: at the top dose activity change, negative = inhibition, hits mostly inhibitors. recombinant rTrxR1, NADPH fluorescence consumption, selenite substrate. O89049; also: potency is read from the fitted curve at half-maximal effect; % is scaled to controls: 0 for no effect and ±100 for the full control effect; nearly all actives have a fitted effect of over 65% in size
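Rat TrxR1 (90 nM in the dispensed reagent) was pre-reduced with 400 uM NADPH for 5 min at room temperature, then incubated with compound for 15 min. After 400 uM selenite was added, NADPH fluorescence (Ex 340/Em 450 nm) was followed for 8 min.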
PGK inhibitor – blocks T. brucei phosphoglycerate kinase. PGK/GAPDH coupled, Kinase-Glo luminescence, 60 min. 380,000 compounds, 0.043% hits. Potency, µM (titrated, usually from 57.5 µM), for the others: top-dose activity change, negative = inhibition, most hits filed as inhibitors. P07378; also: potency is read from the fitted curve at half-maximal effect; % is scaled to controls: 0 for no effect and ±100 for the full control effect; nearly all actives have a fitted effect of over 60% in size
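Recombinant glycosomal PGK reaction used 1,3-bisphosphoglycerate generated in-well by GAPDH (100nM final) in 100mM TEA pH 7.6, 5mM MgCl2, 0.01% Tween-20. After 60 minutes at room temperature, ATP was read by Kinase-Glo Plus luminescence end-point.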
GLS inh – blocks human kidney-isoform glutaminase activity. AID 624170. 410,000 compounds, 0.21% hits. Potency, µM (series often up to 45.5 µM), inactives show at the top dose activity change, negative = inhibition, most hits filed as inhibitors. GLS enzymatic activity, qHTS titration; also: potency is read from the fitted curve at half-maximal effect; % is scaled to controls: 0 for no effect and ±100 for the full control effect
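Read-out is an Amplex red fluorescence increase coupled through glutamate oxidase and HRP, measured before and after 30 min room-temperature incubation. hKGA is in 45 mM KH2PO4 (pH 8.2) with 0.02% Tween-20; glutamine added as 1mM solution.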
USP1-UAF1 inh – blocks the human USP1/UAF1 deubiquitinase complex; O94782; recombinant USP1/UAF1, Ub-Rhodamine cleavage fluorescence; Potency, µM (top dose mostly 57.1 µM), without a hit: top-dose activity change, negative = inhibition, usual class: inhibitors; 390,000 compounds, 0.23% hits; also: potency is read from the fitted curve at half-maximal effect; % is scaled to controls: 0 for no effect and ±100 for the full control effect; nearly all actives have a fitted effect of over 60% in size; inactives centre near -12
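High-throughput fluorogenic screen: 1nM USP1/UAF1 complex, Ub-Rho substrate 150nM final, 50mM HEPES pH 7.8 with 0.5mM EDTA, 0.1 mg/ml BSA, 1mM TCEP and 0.01% Tween-20.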
TrxR1 substrate – rat thioredoxin reductase 1 substrate activity; O89049; purified TrxR1 substrate turnover, NADPH consumption readout; Potency, µM (series often up to 114 µM), inactives show at the top dose activity change, negative = substrate turnover; 390,000 compounds, 0.01% hits; AID 588456; also: potency is read from the fitted curve at half-maximal effect; % is scaled to controls: 0 for no effect and ±100 for the full control effect; nearly all actives have a fitted effect of over 50% in size
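Rat TrxR1, dispensed at 90 nM, was prereduced with 400 uM NADPH (final) for 5 min at ~22 deg C, then incubated with compound 15 min before 400 uM selenite. A first-read NADPH fluorescence drop versus no-compound background flagged substrates.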
PI4K2A inh – inhibitors of human PI4K2A | Q9BTU6 | purified PI4K2A, ADP-Glo luminescence, 1 h; hits give low values | activity change, negative = inhibition, % at 76.9 µM | 420,000 compounds, 0.13% hits | AID 1346378; in the data active = activity change below about -50%; inconclusive = mostly about -30% to -49%;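 also: -100% = wells without enzyme as full effect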
Target sequence (Q9BTU6 whole entry, looked up): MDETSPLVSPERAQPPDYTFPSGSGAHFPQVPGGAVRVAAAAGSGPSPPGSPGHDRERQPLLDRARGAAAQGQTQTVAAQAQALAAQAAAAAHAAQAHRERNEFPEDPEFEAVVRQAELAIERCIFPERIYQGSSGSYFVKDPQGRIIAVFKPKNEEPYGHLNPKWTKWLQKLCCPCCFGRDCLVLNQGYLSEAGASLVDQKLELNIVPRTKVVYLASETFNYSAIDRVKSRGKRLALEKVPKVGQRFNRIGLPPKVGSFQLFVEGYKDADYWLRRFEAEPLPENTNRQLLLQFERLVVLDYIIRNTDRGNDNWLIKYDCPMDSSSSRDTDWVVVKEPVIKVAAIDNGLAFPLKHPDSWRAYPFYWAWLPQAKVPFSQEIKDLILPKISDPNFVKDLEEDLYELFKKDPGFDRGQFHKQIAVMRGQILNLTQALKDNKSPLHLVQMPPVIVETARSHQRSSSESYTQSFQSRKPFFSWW
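In this quantitative HTS, ADP production by PI4K2A was quantified luminescently after 1 h at ambient temperature; 100 microM adenosine served as plate-quality control.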
IDH1 R132H inh – human IDH1 R132H inhibition; AID 602179; O75874; 390,000 compounds, 0.093% hits; IDH1-R132H enzyme, NADPH consumption, diaphorase/resazurin fluorescence; Potency, µM (top dose mostly 76.6 µM), for the others: at the highest dose activity change, negative = inhibition, most hits filed as inhibitors; also: potency is read from the fitted curve at half-maximal effect; % is scaled to controls: 0 for no effect and ±100 for the full control effect; nearly all actives have a fitted effect of over 65% in size
Target sequence (O75874 whole entry R132H, stated change not applied): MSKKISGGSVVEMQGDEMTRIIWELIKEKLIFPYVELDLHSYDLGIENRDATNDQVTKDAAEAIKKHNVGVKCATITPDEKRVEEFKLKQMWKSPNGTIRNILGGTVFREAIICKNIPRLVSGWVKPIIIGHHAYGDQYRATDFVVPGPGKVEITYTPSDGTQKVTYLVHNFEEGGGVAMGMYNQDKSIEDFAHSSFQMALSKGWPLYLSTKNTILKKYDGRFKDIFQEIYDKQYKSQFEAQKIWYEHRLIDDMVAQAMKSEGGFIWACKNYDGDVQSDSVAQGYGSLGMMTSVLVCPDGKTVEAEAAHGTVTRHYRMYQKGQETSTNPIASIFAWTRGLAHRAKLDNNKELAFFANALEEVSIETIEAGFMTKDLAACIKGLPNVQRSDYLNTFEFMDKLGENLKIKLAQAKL
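IDH1-R132H (0.5 ug/mL dispensed) in pH 7.5 Tris buffer was preincubated 30 min with compound, then given a substrate mix of 0.016 mM NADPH and 2 mM alpha-KG for 80 min at room temperature; remaining NADPH was read by diaphorase/resazurin fluorescence.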
HP1b binding inh – blocks HP1-beta chromodomain binding to methylated histone tails; AlphaScreen HP1-beta / biotin-H3K9me3 peptide binding; Potency, µM (doses to about 114 µM), for the others: at the top dose activity change, negative = inhibition, most hits filed as inhibitors; 390,000 compounds, 0.56% hits; AID 540317; also: potency is read from the fitted curve at half-maximal effect; nearly all actives have a fitted effect of over 70% in size; inactives centre near 23
Target sequence (P83916 whole entry, looked up): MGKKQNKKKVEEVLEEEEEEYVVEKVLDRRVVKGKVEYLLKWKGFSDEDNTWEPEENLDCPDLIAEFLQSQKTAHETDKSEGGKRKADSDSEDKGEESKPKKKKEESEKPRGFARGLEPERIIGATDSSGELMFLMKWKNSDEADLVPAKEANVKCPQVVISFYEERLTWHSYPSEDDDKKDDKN
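Compound inhibition of the preformed complex between 50 nM HP1-beta and 50 nM biotinylated H3K9me3 peptide was read by AlphaScreen. Buffer was PBS pH 7.4 with 0.01% Tween-20. Incubations ran 30 min at room temperature, with 10 ug/mL donor/acceptor beads.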
* = called active by the depositor; i = inactive; u = inconclusive; x = no result given; & = joins results of further samples; [ ] = remark or other dose. Unless noted, calls follow the shape of the dose curve; as a rule, active = well fitted curve in the direction sought with a large enough effect; inconclusive = small, poorly fitted or top-dose-only effect, or another doubt; inactive = no such curve, though single readings can be large; an effect the other way counts as inactive or inconclusive.

SMILES	Pin1 inh	TrxR1 inh	PGK inhibitor	GLS inh	USP1-UAF1 inh	TrxR1 substrate	PI4K2A inh	IDH1 R132H inh	HP1b binding inh
Cc1cc(C)nc(N2CCCC(C(=O)NCC(c3ccccc3)c3ccccc3)C2)n1 (centres undefined)	12%	3%	11%	2%	-9%	-4%	-5	1%	32%
NC(=O)NC(CC(=O)N1CCc2ccccc2C1)c1ccc(Cl)cc1 (centres undefined)	-2%	5%	0%	7%	-16%	-4%	2	3%	20%
O=C(O)Cc1ccc(NC(=O)c2cnccn2)cc1	-9%	12%	8%	-3%	-20%	5%	-1	-2%	35%
OCCCn1c(C2CCCN2c2nc(-c3ccc(Cl)cc3)cs2)nc2cc(C(F)(F)F)ccc21 (centres undefined)	u	11%	-7%	-4%	-16%	-4%	1	-9%	17%
Cc1c(CNC2CCC(C)CC2)c(C(=O)O)c(C)n1Cc1ccccc1 (centres undefined)	-5%	2%	13%	9%	7%	-2%	5	13%	u
Cc1cc(SCC(=O)Nc2cccc(S(=O)(=O)N3CCOCC3)c2)nc2ccccc12	51%[activator]	6%[57.1 µM]	-6%	-3%	-17%	-5%	1	-1%	33%
CCCCCCc1ccc(N2C[C@H](Cc3ccccc3)[C@@H](CC(=O)Nc3ccccc3)C2=O)cc1	11%	u	8%	3%	0%	1%&-3%	1	-4%	20%
CCOc1ccc(S(=O)(=O)N(CC)CC)cc1NS(=O)(=O)c1ccc(F)c(F)c1F	2%	-1%	6%	u	1%	5%[57.1 µM]	-5	4%	9%
CC1C(=O)N(Cc2cn(CCC3OCCO3)nn2)CCS(=O)(=O)N1Cc1ccc(-c2cccc(N(C)C)c2)cc1 (centres undefined)	x	x	-3%	10%	-24%	x	-7	6%	x
COc1cc(-c2nnc(COc3ccc(Cl)cc3C)o2)cc(OC)c1OC	2%	-2%	3%	1%	-17%	9%	2	4%	55%[activator]
CCS(=O)(=O)NCCc1csc(-c2ccccc2)n1	-7%	u	-6%	-1%	-3%	0%[11.4 µM]	-5	1%	33%
Cc1cc(SCC(=O)c2cc3ccccc3o2)nc2ccccc12	u	-10%	-8%	-4%	u	-1%	-5	-3%	51%[activator]
Cc1ccc(N2OC3C(=O)NC(=O)C3C2c2ccco2)cc1 (centres undefined)	-11%	9%	-4%	-1%	u	2%	-5	10%	66%[activator]
Cc1ccc(OCc2nnc(SCc3nc4ccccc4[nH]3)n2Cc2ccco2)cc1	11%	-9%	1%	0%	-15%	7%[57.1 µM]	-8	1%	11%
COc1ccc(OC)c(C(=O)CN2CCN(S(=O)(=O)c3ccc(Br)cc3)CC2)c1	2%	-24%[57.1 µM]	5%	7%	-4%	2%[57.1 µM]	-2	2%	39%[activator]
C=CCNc1ccc(F)c(F)c1N1CCCCCC1=O	-5%	-10%	-1%	-7%	-5%	-8%	2	3%	14%
CC(C)NS(=O)(=O)c1cc(C(=O)O)ccc1Cl	0%	-4%	-3%	12%	1%	-6%	0	2%	27%
C=CCNc1ccc(N2C(=O)CCCC2=O)cc1[N+](=O)[O-]	5%	-13%	i	-3%	-12%	-15%	4	-6%	24%
O=C(Nc1ccc2nc3n(c(=O)c2c1)CCCC3)c1cc([N+](=O)[O-])ccc1F	6%	-21%	-5%	-4%	-9%	-2%	-10	10%	28%
COc1ccccc1N1CCN(C(=O)C2CCN(S(=O)(=O)c3ccc(Cl)cc3)CC2)CC1	2%	-6%[57.1 µM]	-9%	5%	-15%	1%[57.1 µM]	13	-4%	23%
Cc1ccc(CNC(=O)Cn2c(=O)n(-c3ccc(Cl)cc3)c(=O)c3c(C)c(C)sc32)cc1	5%	16%	-7%	12%	2%	-4%	-2	-10%	25%
CCCCN1C=C(C(=O)OCC)C(=O)CC1	-5%	1%	-3%	-4%	-15%	-3%	2	-6%	8%
COc1ccc(-c2nc(SCC(=O)NC3CCCC3)c(-c3ccc(C)cc3)[nH]2)cc1OC	u	-3%	5%	-4%	-11%	-8%	1	-1%	-17%
Cc1ccc(NC(=O)Cc2c(O)c3ccccc3[nH]c2=O)c(C)c1	-5%	-7%	-3%	-5%	-9%	6%	0	14%	30%
CCOc1cccc2cc(C(=O)N3CC(C)OC(C)C3)c(=O)oc12 (centres undefined)	1%	10%	6%	1%	-13%	-5%	-1	-6%	37%
COc1ccccc1-n1c(CCn2nc(C)c(Br)c2C)n[nH]c1=S	0%	-32%	6%	8%	-1%	8%[57.1 µM]	-2	2%	4%
Cc1ccccc1CNC(=O)C1CCN(c2nn3cc(-c4ccc(F)cc4)nc3s2)CC1	1%	30%	3%	-5%	-24%	1%	-20	-20%	-8%
O=C(Cn1cc(S(=O)(=O)c2ccccc2)c(=O)c2cc3c(cc21)OCO3)Nc1ccc(Cl)cc1	16%	14%	-9%	6%	-2%	10%	0	1%	18%
Cn1nc(-c2ccccc2)c(-c2ccccc2)c(C(=O)Nc2ccccc2C(N)=O)c1=O	-14%	11%	i	1%	1%	5%	-4	9%	57%[activator]
CCn1c(SCC(=O)Nc2nccs2)nnc1-c1cc2cccc(OC)c2o1	1%	-4%	4%	-5%	-25%	4%	3	2%	25%
O=C(COC(=O)c1cccc(S(=O)(=O)N2CCCCC2)c1)NC1CCCc2ccccc21 (centres undefined)	3%	10%	-6%	2%	-4%	-2%	0	3%	30%
COc1ccc(-c2n[nH]c(=S)n2-c2ccc(Br)cc2)cc1OC	-3%	-10%	-9%	1%	-20%	5%	-1	-1%	6%
COC(=O)c1cccc2c1C(=O)c1cc([N+](=O)[O-])ccc1-2	x	x	-2%	-2%	u	x	7	-14%	x
COc1ccc(Cc2nnc(NC(=O)c3cccc([N+](=O)[O-])c3)s2)cc1	7%	6%	i	4%	-7%	-1%	-6	11%	4%
O=C(CCN1C(=O)C2C3C=CC(C4CC34)C2C1=O)Nc1ccc(Cl)cc1O (centres undefined)	-9%	-8%	6%	-2%	-4%	-6%	2	2%	5%
CC(=O)Nc1ccc(NC(=O)C(C)OC(=O)CCCc2c[nH]c3ccccc23)cc1 (centres undefined)	-1%	2%[57.1 µM]	3%	12%	-6%	0%[57.1 µM]	2	-6%	-6%

Two entries drawn at random from those above, as already listed:
SMILES	Pin1 inh	TrxR1 inh	PGK inhibitor	GLS inh	USP1-UAF1 inh	TrxR1 substrate	PI4K2A inh	IDH1 R132H inh	HP1b binding inh
COc1ccccc1-n1c(CCn2nc(C)c(Br)c2C)n[nH]c1=S	0%	-32%	6%	8%	-1%	8%[57.1 µM]	-2	2%	4%
COc1ccc(Cc2nnc(NC(=O)c3cccc([N+](=O)[O-])c3)s2)cc1	7%	6%	i	4%	-7%	-1%	-6	11%	4%

(listing goes on)
SMILES	Pin1 inh	TrxR1 inh	PGK inhibitor	GLS inh	USP1-UAF1 inh	TrxR1 substrate	PI4K2A inh	IDH1 R132H inh	HP1b binding inh
Cc1ccc(NC(=O)CC(C)CC2=NS(=O)(=O)c3ccccc3N2)cc1 (centres undefined)	7%	-5%	0%	5%	11%	-7%	-2	-11%	66%[activator]
CC1CC(c2ccccc2)n2nc(N3C(=O)c4ccccc4C3=O)nc2N1 (centres undefined)	-3%	14%[57.1 µM]	-8%	-1%	-15%	-2%	1	4%	52%[activator]
O=C(COC(=O)c1ccc2c(c1)OCO2)NC1CCS(=O)(=O)C1 (centres undefined)	0%	79µM*	-7%	-4%	-12%	11%	-5	0%	34%
Cn1c(N)c(C(=O)COC(=O)C2CCCCC2)c(=O)n(C)c1=O	-5%	20%	-1%	5%	-2%	7%	4	4%	8%
Cc1ccc(-c2n[nH]c(=S)n2/N=C/c2c(C)nn(-c3ccccc3)c2C)cc1	9%	-9%	15%	-1%	-1%	-10%	1	3%	10%
CC(=O)Nc1cccc(OCC(=O)NS(=O)(=O)c2ccc(C)cc2)c1	-1%	6%	-4%	-7%	4%	-3%	4	5%	30%
CCSC1=C(C#N)C2(CCCCC2)C2=C(CC(C)(C)CC2=O)N1	-1%	5%	-9%	4%	-23%	8%	-1	3%	-6%
Cc1ccc(C)c(N2CCN(C(=O)C3CCCN(S(=O)(=O)c4c(C)noc4C)C3)CC2)c1 (centres undefined)	-2%	6%[57.1 µM]	i	-1%	-17%	2%[57.1 µM]	-2	1%	16%
COc1ccc(NC(=O)C2=C(C)NC(=O)NC2c2ccccc2[N+](=O)[O-])cc1 (centres undefined)	-7%	12%[0.0914 µM]	-1%	-1%	-4%	-4%	6	6%	-2%
NS(=O)(=O)c1ccc(S(=O)(=O)N2CCCC2)cc1	4%	3%	i	-1%	-11%	0%	2	2%	50%[activator]
Cc1cc(C)c(NC(=O)C[N+](C)(C)CC(O)COc2cccc3ccccc23)c(C)c1 (centres undefined)	-3%	-15%[57.1 µM]	i	4%	-16%	-8%[57.1 µM]	-1	15%	12%
N#CCCN(C(=O)COc1ccc(Br)cc1F)c1ccc(F)cc1	-1%	6%[11.4 µM]	i	1%	-21%	6%[11.4 µM]	1	3%	43%[activator]

Gathered by group: the compounds so far containing a cyano group
SMILES	Pin1 inh	TrxR1 inh	PGK inhibitor	GLS inh	USP1-UAF1 inh	TrxR1 substrate	PI4K2A inh	IDH1 R132H inh	HP1b binding inh
CCSC1=C(C#N)C2(CCCCC2)C2=C(CC(C)(C)CC2=O)N1	-1%	5%	-9%	4%	-23%	8%	-1	3%	-6%
N#CCCN(C(=O)COc1ccc(Br)cc1F)c1ccc(F)cc1	-1%	6%[11.4 µM]	i	1%	-21%	6%[11.4 µM]	1	3%	43%[activator]

Bioassay records (PubChem)

An excerpt; the hit share may differ from the screen's.
